# Screening results: PubChem, several laboratories
# Wee1 stabilizer: human Wee1 degradation inhibition, primary screen | P30291 | HeLa Luc-Wee1K328M stability, luciferase luminescence; 100% = proteasome inhibitor MG132 effect | reporter increase, % at 5 µM | 220,000 tested, 1.2% active | AID 1321;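 active = activation above the mean of all tested compounds plus 3 SD, set per screening run, cut at about 8.8% in these data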;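 also: cells exposed to compound for 20 h before luminescence read; 0% = DMSO alone and 100% = MG132 at 30 µM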
# Target sequence (P30291 whole entry K328M): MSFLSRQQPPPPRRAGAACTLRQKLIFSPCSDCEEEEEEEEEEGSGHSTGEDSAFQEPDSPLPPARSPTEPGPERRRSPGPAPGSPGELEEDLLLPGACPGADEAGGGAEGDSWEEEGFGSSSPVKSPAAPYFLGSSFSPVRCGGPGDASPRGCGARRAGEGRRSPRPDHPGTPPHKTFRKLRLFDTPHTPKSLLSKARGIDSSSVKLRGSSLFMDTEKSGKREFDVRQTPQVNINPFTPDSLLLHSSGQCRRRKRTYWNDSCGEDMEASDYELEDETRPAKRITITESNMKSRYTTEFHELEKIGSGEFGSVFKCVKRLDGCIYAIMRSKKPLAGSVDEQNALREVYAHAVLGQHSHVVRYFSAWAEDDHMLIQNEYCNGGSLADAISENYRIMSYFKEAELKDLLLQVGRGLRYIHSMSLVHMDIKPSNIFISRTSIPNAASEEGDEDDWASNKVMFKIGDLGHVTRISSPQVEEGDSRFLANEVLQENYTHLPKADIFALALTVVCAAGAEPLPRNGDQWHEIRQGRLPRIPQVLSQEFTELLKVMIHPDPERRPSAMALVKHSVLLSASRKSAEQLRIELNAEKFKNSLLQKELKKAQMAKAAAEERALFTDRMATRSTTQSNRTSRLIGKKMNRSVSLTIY
# KCC2 mod: modulates chloride dependent transport by human KCC2. 190,000 tested, 2.2% active. KCC2 cells, thallium flux FluoZin-2 fluorescence. B-score of Tl+ flux slope (higher = more flux/activation; lower = inhibition) at 10 µM;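 active = thallium flux slope and its plate-corrected score both differing from the plate sample mean at a set confidence after two filtering rounds, in either direction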;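 also: slope of fluorescence scaled to starting intensity during 10 to 20 s after thallium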
# FXIIa inh: blocks human coagulation factor XIIa protease activity. P00748. purified FXIIa, Boc-QGR-AMC fluorogenic substrate, 2 h. inhibition, % at 5 µM. 220,000 tested, 0.3% active. AID 800; in the data active = inhibition above about 40%;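 also: 0% = enzyme with no compound and 100% = blank without enzyme; many of its hits are not listed in these tables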
# p97 inhibitor: inhibitors of human p97 ATPase; recombinant p97 ATPase, Kinase-Glo ATP luminescence, 3 h; inhibition, % at 8 µM; 220,000 tested, 0.42% active; P55072; in the data active = inhibition above about 15%;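 also: 0% = DMSO vehicle and 100% = wells lacking enzyme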
# KLK5 inh: kallikrein 5 (human) inhibition; Q9Y337; recombinant hK5, fluorogenic AMC substrate cleavage; inhibition, % at 5 µM; 210,000 tested, 0.59% active; AID 873;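 active = inhibition of 40% or more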;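 also: 0% = enzyme controls without compound and 100% = no-enzyme blanks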
# Target sequence (Q9Y337 67-293 limits assumed): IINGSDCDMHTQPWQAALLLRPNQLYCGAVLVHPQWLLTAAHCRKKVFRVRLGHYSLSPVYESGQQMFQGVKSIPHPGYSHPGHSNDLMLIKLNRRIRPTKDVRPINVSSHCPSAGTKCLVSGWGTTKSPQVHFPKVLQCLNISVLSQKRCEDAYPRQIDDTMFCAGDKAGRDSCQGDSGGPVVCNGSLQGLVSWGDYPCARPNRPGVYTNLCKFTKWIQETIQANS
# Thrombin inh: thrombin (human) inhibition; P00734; alpha-thrombin, Boc-VPR-AMC fluorogenic substrate cleavage; inhibition, % at 5 µM; 220,000 tested, 0.26% active;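 active = inhibition at or above 40%; inactive = inhibition below 40%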;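 also: 0% = enzyme with no compound and 100% = wells without enzyme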
#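 System – human alpha-thrombin protein · Reagent – Boc-VPR-AMC substrate, 15 µM final · Compound – 5 µM single dose in 0.2% DMSO · Schedule – reaction at room temperature · Technique – AMC fluorescence at 355 nm excitation and 460 nm emission · Read-out basis – % inhibition relative to enzyme controls and enzyme-free blanks · Control set – no-compound enzyme wells and no-enzyme blanks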
# Furin inh: human furin inhibition; P09958; inhibition, % at 30 µM; purified furin, fluorogenic substrate cleavage; 220,000 tested, 0.061% active; AID 463115; in the data active = inhibition above about 25%; also: inactives centre near -15
# PERK inh: blocks human PERK kinase. Q9NZJ5. CHO PERK-DD fusion, SEAP luminescence translation reporter. inhibition, % at 5.6 µM. 220,000 tested, 0.17% active;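 active = inhibition above the mean inhibition of all tested compounds plus 3 SD, set separately per screening campaign, cut at about 2.9% in these data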;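 also: PERK kinase domain activated by AP20187 dimerizer at 100 nM; 0% = DMSO with dimerizer and 100% = rapamycin at 8.4 µM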
# FXIa inh 1536: blocks human coagulation factor XIa protease activity; P03951; purified FXIa, Boc-Glu-Ala-Arg-AMC fluorogenic substrate; inhibition, % at 5 µM; 220,000 tested, 0.14% active; AID 798;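 active = inhibition of at least 40%; inactive = inhibition below 40%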;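 also: fluorescence of freed AMC excited at 355 nm; 0% = enzyme without compound and 100% = no enzyme blank; many of its hits are not listed in these tables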
# * = called active by the depositor; x = no result given; [ ] = remark or other dose.
compound	Wee1 stabilizer	KCC2 mod	FXIIa inh	p97 inhibitor	KLK5 inh	Thrombin inh	Furin inh	PERK inh	FXIa inh 1536
Cc1ccc(NC(=O)/C(=C\c2ccc([N+](=O)[O-])cc2)NC(=O)c2ccccc2)cc1	-1	-0.81	15	3	-5	4	-10[20 µM]	0.5	6
Cc1ccc(NC(=S)N(Cc2cccs2)Cc2cc3cc(C)ccc3[nH]c2=O)cc1	0	0.91	3	5	-15	-1	-28	-0.1	1
O=C(Oc1c(Cl)cc(Cl)c2cccnc12)c1cccc([N+](=O)[O-])c1	1	51*	7	3	-37	-3	-9	1.4	7
Cc1ccc(C(=O)OCC(=O)Nc2cccc(S(=O)(=O)NC3=NCCCCC3)c2)c(C)c1	-3	-0.076	6	-8	15	11	-5	-1.2	14
CC(C)N(C(=O)c1ccc(C(=O)Nc2ccc([N+](=O)[O-])cc2)cc1)C(C)C	-2	-0.072	5	0	-1	0	-12	2.0	0
Cc1sc(NC(=O)c2ccc(Cl)s2)c(C(N)=O)c1C	9.6*	0.57	8	-3	4	-5	-10[20 µM]	-0.1	0
C#CCNC(=O)C1=C[C@@H](c2cn(C(C)=O)c3ccccc23)C[C@@H](OCCCCO)O1	-1	-0.85	11	5	3	0	-31	0.6	1
CS(=O)(=O)N1CCN(c2nc3ccccc3s2)CC1	-3	x	14	-3	16	-2	-20	1.4	7
COc1ccnc(Oc2ccc(F)cc2)c1C(=O)N/C=N/OCc1ccccc1	2	-0.89	9	-4	3	-8	-10	0.2	1
O=C(CC1NCCNC1=O)OCCCc1ccccc1 (centres undefined)	1	0.95	16	-3	-12	-6	-7	0.1	0
CCOc1ccc(OCC)c(S(=O)(=O)NCc2ccc3c(c2)OCO3)c1	x	-1.3	17	x	-11	-4	-16	x	8
O=C(CNC(=O)c1ccc(Cl)cc1Cl)OCc1nc2ccccc2s1	-2	-1.5	13	2	-5	1	-14	0.6	4
COc1ccc(CCNC(=O)c2nnn(-c3ccccc3OC)c2N)cc1OC	-1	0.92	10	2	-20	-11	-22	-1.6	4
COc1cccc(CNC(=O)CCC2CCCN(C(=O)c3cscn3)C2)c1 (centres undefined)	-1	0.2	9	5	2	-8	-34	0.8	-4
C/C(CC(=O)Nc1ccc(C)c(Cl)c1)=N\NC(=O)Cc1ccccc1	-1	0.087	6	-1	-15	-9	-21	-0.1	-4
O=C(COc1ccc2c3c(c(=O)oc2c1)CCC3)NC1CCCCC1	-1	0.44	7	0	-4	4	-27	-0.1	6
O=C(Nc1nc2ccccc2s1)c1cc(-c2ccco2)nc2ccccc12	-1	0.9	15	-3	6	7	-21	-1.2	6
Cn1nnc(NC(=O)c2ccc(C(C)(C)C)cc2)n1	3	x	2	2	-6	-3	-16	0.1	-1
O=C(NC(=O)N1CCN(C(c2ccccc2)c2ccccc2)CC1)c1ccccc1	2	-0.92	8	2	1	-1	-14	0.1	-1
COc1ccc(C(=O)C2CCCN(Cc3ccc4nonc4c3)C2)c(C)c1 (centres undefined)	-2	-0.77	3	-3	-2	-8	-15	-1.4	-3

# Sorted by value in Furin inh (highest first): 3 from the list above
compound	Wee1 stabilizer	KCC2 mod	FXIIa inh	p97 inhibitor	KLK5 inh	Thrombin inh	Furin inh	PERK inh	FXIa inh 1536
O=C(NC(=O)N1CCN(C(c2ccccc2)c2ccccc2)CC1)c1ccccc1	2	-0.92	8	2	1	-1	-14	0.1	-1
Cc1ccc(NC(=S)N(Cc2cccs2)Cc2cc3cc(C)ccc3[nH]c2=O)cc1	0	0.91	3	5	-15	-1	-28	-0.1	1
COc1cccc(CNC(=O)CCC2CCCN(C(=O)c3cscn3)C2)c1 (centres undefined)	-1	0.2	9	5	2	-8	-34	0.8	-4

# Going on with the list.
compound	Wee1 stabilizer	KCC2 mod	FXIIa inh	p97 inhibitor	KLK5 inh	Thrombin inh	Furin inh	PERK inh	FXIa inh 1536
COc1cccc(NC(=O)c2cc([N+](=O)[O-])ccc2N2CCN(C)CC2)c1	-3	-0.3	7	4	-3	-14	-16	-0.2	-4
Cc1cccc(NC2=NC(=S)N(c3ccc(C(=O)O)cc3)C23CCCCC3)c1	1	-0.0065	9	2	-30	-5	-9[20 µM]	0.8	-7
COc1ccc(Cl)cc1NC(=O)NCCN1CCNC1=O	-2	-0.036	9	-11	-1	0	-1	-0.2	0
Cc1ccc(C)c(C(=O)CN2C(=O)NC3(CCCCCCC3)C2=O)c1	-2	0.73	x	-1	-5	-10	-19	-0.4	-5
COc1ccc(C(=O)Nn2cnnc2)c(OC)c1	0	0.092	20	3	-4	-4	-23[20 µM]	1.1	5
NC(=S)NNC(=O)Nc1cccc(Cl)c1	1	0.55	3	-1	-6	-2	7	0.3	9
O=C1C=C(O)C(n2cncn2)C(c2cc(F)ccc2F)C1 (centres undefined)	5	1.4	-3	-3	-12	-4	-16	-0.1	-3
CCn1cc(C(=O)O)c(=O)c2cc(OC)ccc21	0	0.72	10	5	3	6	-9	0.3	2
Cc1c(Br)c(C(F)(F)F)nn1CC(=O)NCc1ccccc1	-2	-2.2	5	-1	0	-3	-14	0.2	4
CN1CCC(C2(O)c3ccccc3CCc3ccccc32)CC1	-1	0.99	14	4	-11	0	-21	1.1	11
COc1ccc(-c2c(C)oc3c(CN4CCOCC4)c(O)ccc3c2=O)cc1	-3	-0.82	-2	0	-3	-9	-13	-0.4	-2
COc1ccc(NC(=O)COC(=O)c2ccc([N+](=O)[O-])o2)cc1Cl	9	-0.21	11	-6	7	3	3	0.6	3
O=S(=O)(c1cccs1)N1CCN(CC(O)COc2cc(Cl)ccc2Cl)CC1 (centres undefined)	-3	-3.4	9	-4	2	0	-15	-0.5	-2
Cc1cccc(N2CCN(C(=O)C3CCCCC3)CC2)c1C	-1	x	-10	-1	10	-5	-43	0.9	-7
COCCNC(=O)C(c1ccccc1C)N(CCOC)C(=O)Cn1nnc2ccccc21 (centres undefined)	2	0.48	12	3	-8	2	-21	-0.9	7
c1cc2nc(C34CC5CC(CC(C5)C3)C4)[nH]c2cn1	1	1.3	9	2	-5	0	-26	0.5	8
Cc1ccccc1-n1c(Cc2cccs2)n[nH]c1=S	2	0.39	-1	3	-4	-4	-19[20 µM]	2.1	0
O=C(COC(=O)CC1CC2CCC1C2)Nc1cccc(S(=O)(=O)NC2=NCCCCC2)c1 (centres undefined)	-2	-1	-7	-1	-17	0	-8	1.2	1
O=C(NCCO)/C(=C/c1cccc([N+](=O)[O-])c1)NC(=O)c1ccco1	1	-0.098	9	-2	-1	-11	-13	0.2	-2
Cc1ccc([N+](=O)[O-])cc1NC(=S)NC(=O)c1cccnc1	-3	-0.15	x	5	-7	-11	-16	-0.8	-8

# Remaining list, next part.
compound	Wee1 stabilizer	KCC2 mod	FXIIa inh	p97 inhibitor	KLK5 inh	Thrombin inh	Furin inh	PERK inh	FXIa inh 1536
Cc1nc(SCC(=O)NC(=O)NC2CCCCC2)nc(C)c1C	0	-0.42	4	1	x	-2	-27	-0.1	-2
CCCn1nnc(NC(=O)COc2ccc(C3CCCCC3)cc2)n1	0	-1.3	15	4	-2	3	21[20 µM]	0.7	-1
CC(C)Oc1ccc(/C=C(\NC(=O)/C=C/c2ccco2)C(=O)NCCc2nc3ccccc3[nH]2)cc1	0	0.81	6	4	-9	-5	-26	0.0	-3
O=[N+]([O-])c1ccccc1Oc1ncccc1[N+](=O)[O-]	-3	0.97	0	-1	-8	-4	-9	-0.3	-4
Cc1noc(C)c1COC(=O)CCCc1c[nH]c2ccccc12	-1	-0.54	13	-2	-8	2	-9	-0.5	-2
O=C(Nc1nnc(-c2ccc(Cl)s2)o1)C1CCCCC1	2	5.2*	x	-6	x	x	-19	0.6	x
CC1CCN(CCCNC(=O)c2cn(C)c3ccc(S(=O)(=O)N4CCCC4)cc3c2=O)CC1	1	0.46	10	2	1	-4	-22	-0.9	9
COc1ccc(C)cc1NC(=O)Nc1ccccc1	1	x	12	1	-8	5	-16[20 µM]	1.1	-1
CC(=O)CCc1oc2ccc(NC(C)=O)cc2c1-c1ccc(C)o1	3	-1.7	7	1	-8	-4	4	-1.5	1
N#Cc1c(NC(=O)CSc2nc3c(c(C(F)(F)F)n2)CCc2ccccc2-3)sc2c1CCCC2	-2	x	10	3	-20	5	-24[20 µM]	0.9	12
Cc1cc(C(=O)CSc2nnc(-c3ccc(Cl)cc3)n2CC2CCCO2)c(C)n1C (centres undefined)	3	x	14	3	-1	2	-16	-0.3	-2
c1ccc(Nc2nc(-c3ccccn3)cs2)cc1	5	-0.055	1	-3	4	-4	-1[20 µM]	-0.9	-1
Cc1ccc(C)n1-c1ccc(-c2ccnc(N)n2)cc1	-2	1.8	10	2	-2	-5	-7	-0.9	-5
Cc1csc(-c2cnn(-c3ccccc3)c2NC(=O)c2ccc(C(F)(F)F)cc2)n1	-2	0.038	18	0	-4	-6	-23[20 µM]	-0.1	-2
Cc1ccc(-n2c(C)nnc2SCC(=O)N2CCc3ccccc3C2)cc1	1	-2.1	8	2	-6	-2	-12	-0.6	3
CC1CCN(CC(=O)Nc2cccc([N+](=O)[O-])c2)CC1	-1	x	22	1	-10	6	-2[20 µM]	-0.8	19
COc1ccccc1-c1c(C)nn2c(-c3ccccc3)cc(C)nc12	2	-1	10	-3	1	1	-15	-1.3	0
CCCNc1ncnc2sc(C)c(C)c12	1	-0.9	2	-1	1	-2	-15[20 µM]	-0.4	-4
O=c1c2ccccc2nc2n1C(CSc1ccc(F)cc1)CS2 (centres undefined)	-1	1.2	5	3	-4	6	-22	0.2	-1
O=[N+]([O-])c1cccc(/C=N/Nc2nc(C(Cl)(Cl)Cl)nc3ccccc23)c1	3	1.1	12	0	0	-11	-13	0.5	5

# New compounds follow
compound	Wee1 stabilizer	KCC2 mod	FXIIa inh	p97 inhibitor	KLK5 inh	Thrombin inh	Furin inh	PERK inh	FXIa inh 1536
COc1ccc(C2NC(=S)NC3=C2CCc2cc(OC)ccc23)cc1 (centres undefined)	-1	1.5	10	0	-19	0	-19[20 µM]	-0.7	1
CCCN(CCC)C(=O)COc1cc(=O)n(CC)c2ccccc12	0	0.65	12	3	-7	-5	-26	-0.3	7
O=C(COC(=O)/C=C/c1ccc(Br)o1)Nc1ccccc1F	4	-0.32	10	2	0	-1	-16	1.0	-1
CCOC(=O)C1(CCc2ccccc2)CCN(C(=O)CN2CCOC2=O)CC1	-4	-0.37	3	-3	-1	-7	-15	-0.8	-3
CC1(C)CC(=O)C(C(C#Cc2ccccc2)C2=C(O)CC(C)(C)CC2=O)=C(O)C1	3	-0.67	18	2	-22	3	-22[20 µM]	-0.1	2
O=C(NC1=NCCS1)c1ccc(-c2ccc(Cl)cc2)o1	8	-1.2	-1	-2	-43	2	-65	-0.8	-4
NNC(=O)c1ccc(Cn2cc(Br)cn2)cc1	0	1.6	-1	-3	-11	-9	-22	-0.7	-5
Cc1ncsc1C(=O)Nc1nc2c(s1)CC(C)CC2 (centres undefined)	9.6*	-0.15	0	-7	0	0	-12	-1.0	-4
COc1cc(C(O)P(=O)(OC2CCCCC2)c2ccc(N(C)C)cc2)cc(OC)c1OC (centres undefined)	-1	x	10	-3	-10	-6	3	-0.7	4
Cc1c(NC(=O)C(C)n2cc([N+](=O)[O-])cn2)c(=O)n(-c2ccccc2)n1C (centres undefined)	6	-0.095	9	2	-4	-4	-23	0.8	-2
Cc1noc(C)c1C(=O)NNc1cc(Cl)ccc1Cl	0	0.67	3	-2	-6	-6	-4	0.0	-4
COc1ccccc1C(=O)C1CCCN(C(=O)CSc2ccccn2)C1 (centres undefined)	10*	x	8	0	x	-2	-26	-0.1	0
O=C(CN1C2=NCCCN2c2ccccc21)c1ccc(Cl)cc1Cl	-1	0.73	11	6	1	2	-13	-0.1	6
